# PAX8 inh HTS: inhibitors of PAX8-driven TPO luciferase reporter, primary screen, RMG-I cells, single concentration; SteadyGlo, 24 h; inhibition, % at 12.6 µM; 1.2% of 360,000 active; AID 652154, 2013;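 active = mean replicate inhibition at least 60% with every replicate also reaching 60%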;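 also: luciferase light reporting Pax8 driven TPO promoter activity; plate controls were median of neutral control wells for no effect and mitoxantrone controls for full effect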
# ARNT TACC3 PPI: disruptors of ARNT/TACC3 protein interaction, primary screen, biochemical, AlphaScreen, single concentration | Transforming acidic coiled-coil-containing protein 3 (Homo sapiens), Q9Y6A5 | AlphaScreen His-ARNT PAS-B/GST-TACC3 binding, luminescence; TACC3 fragment carries E629A point mutation | inhibition, % at 9.99 µM | 0.66% of 390,000 active | AID 623870, 2012;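 active = mean inhibition of replicates at least 50% and at least half of replicates each reaching 50%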;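 also: 0% = complete ARNT plus TACC3 wells and 100% = ARNT alone without TACC3; many hits fall short of the cut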
# PGC1a acetyl inh: inhibitors of PGC1a acetylation signal, primary screen, cell-based, U2OS, AlphaScreen, inhibitor mode; AlphaScreen anti-acetyl-lysine; with virally co-expressed GCN5 acetyltransferase; inhibition, % at 15.6 µM; 0.17% of 350,000 active;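 active = every replicate shows inhibition of at least 40%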;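 also: 0% = neutral control wells and 100% = positive control wells; some results beyond the cut were filed as inactive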
# Cneo AK release: Cryptococcus neoformans cell lysis inducers, primary screen, AK release luminescence, single concentration; C. neoformans lysis, adenylate kinase release luminescence, 4 h; normalised: neutral wells 0, clomiphene wells 100; lysis activity, % at 15 µM; 0.2% of 360,000 active;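 active = mean lysis activity across replicates of at least 80%, whatever share of replicates individually reach that level; inactive = mean lysis activity below 80%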
#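 Signal: Adenylate kinase release luminescence | Assay system: Log-phase Cryptococcus neoformans yeast cells | Input: Cells at 5 × 10^6 per mL | Buffer or medium: Fresh YPD growth medium | Compound: Single dose | Schedule: Static 4 h at 37 °C with compound, 1 h detection | Controls: Clomiphene | Read-out: Luminescence rise reflecting yeast cell lysis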
# INS-1E GSIS act: GLuc luminescence reporter in INS-1E cells, primary screen for activators of glucose-dependent secretion of insulin; AID 743287, 2014; INS-1E GLuc reporter insulin secretion, 2-3 h; activation, % at 16.6 µM; 0.61% of 370,000 active;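 active = lowest replicate activation of at least 40%, so every replicate reaches that level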;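 also: 0% = median of neutral control wells and 100% = median of IBMX positive control wells; some compounds called inactive have numbers as strong as hits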
# PglD DTNB: C. jejuni PglD acetyltransferase inhibitors, primary screen, biochemical, DTNB colorimetric, single point; inhibition, % at 12.5 µM; 0.098% of 360,000 active; AID 602405, 2012; UDP-N-acetylbacillosamine N-acetyltransferase PglD (Campylobacter jejuni); purified PglD enzyme, DTNB colorimetric CoA detection; in the data active = inhibition above about 16%, passing the limit was not always enough; also: strong numbers were not always called active
# C2C12 statin: suppressors of statin myotoxicity in C2C12 myotubes, primary screen, cell-based, single point, plate reader. C2C12 myotubes + simvastatin, ATP luminescence, 48 h; scaled: DMSO 0, geranylgeraniol control 100. rescue of ATP level, % at 7.49 µM. 0.78% of 330,000 active. AID 602340, 2012;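 active = mean ATP rescue above about 67%, or every replicate alone reaching that limit, limit read from the data, passing the limit was not always enough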;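 also: myotubes were challenged with 10 µM simvastatin during compound exposure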
# LGR2 antag: inhibitors of bursicon-induced LGR2 CRE-luciferase signal, primary screen, cell-based, HEK293, CRE-luciferase reporter, bursicon stimulation. Drosophila bursicon receptor LGR2 (rickets). bursicon-stimulated, 4 h. inhibition, % at 9.99 µM. 0.35% of 380,000 active;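 active = drop in luminescence signal, shown as inhibition above about 50% in the replicate tests, limit read from the data, passing the limit was not always enough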;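 also: agonist challenge used bursicon conditioned medium at about half maximal strength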
# Active calls of the source: *; x = no result given.
1) O=C(NCCc1ccccc1)C1(c2ccccc2)CC1(Cl)Cl (configuration not stated)
2) CC(C)CCN1CCC(CN2CCNC(=O)C2=O)CC1
3) O=C(N1CCOCC1)N1CCN(c2ccccc2F)CC1
4) CSc1nnc(-c2cccc(NC(=O)c3ccccc3)c2)n1C
5) Cc1ccc2cc(C(c3nnnn3CC3CCCO3)N3CCCC4(CCCCC4)C3)c(=O)[nH]c2c1 (configuration not stated)
6) COc1ccc(-n2c(O)c(C=Nc3ccccc3)c3ccccc3c2=O)cc1
7) C[C@H]1CN([C@@H](C)CO)S(=O)(=O)c2ccc(-c3cccnc3)cc2O[C@@H]1CN(C)Cc1cncnc1
8) COc1ccc(C(=O)Oc2cc(N)n(S(=O)(=O)c3ccc(C)cc3)n2)cc1

screen / no.	1	2	3	4	5	6	7	8
PAX8 inh HTS	0	-5	2	-8	x	-7	x	-1
ARNT TACC3 PPI	1	-7	5	x	2	12	1	8
PGC1a acetyl inh	-3	3	11	11	-12	9	13	x
Cneo AK release	-1	0	2	1	-2	x	-5	0
INS-1E GSIS act	x	24	19	5	-10	11	0	-20
PglD DTNB	-1	1	-4	4	-4	x	0	0
C2C12 statin	3	-2	7	x	-34	-82	-5	-6
LGR2 antag	x	11	-7	10	0	-5	-6	12

9) COc1cc(CNc2ncn[nH]2)ccc1OCc1cccc(C)c1
10) Cc1c(-c2ccccc2)nc2ccccc2c1C(=O)OCC(=O)Nc1ncc(C(F)(F)F)cc1Cl
11) Cc1ccc(O)c(-c2cc(-c3ccccc3C)[nH]n2)c1
12) O=C(NCc1ccccn1)c1cccs1
13) CCCC[C@H]1COCCS(=O)(=O)N1Cc1cccc([N+](=O)[O-])c1
14) C[C@H](CO)N1C[C@H](C)[C@@H](CN(C)Cc2ccc3c(c2)OCO3)OCc2cn(nn2)CCCC1=O
15) CCN1C(=O)[C@H]2[C@@H](c3ccc(C(F)(F)F)cc3)N[C@]3(CCCN(Cc4ccc(Br)cc4)C3=O)[C@H]2C1=O
16) COCC(=O)Nc1ccc2c(c1)OC[C@H](C)N(Cc1cc(F)ccc1F)C[C@@H](C)[C@@H](OC)CN(C)C2=O

screen / no.	9	10	11	12	13	14	15	16
PAX8 inh HTS	-123	15	-7	x	-3	x	-18	10
ARNT TACC3 PPI	0	0	-3	-1	5	-2	x	-5
PGC1a acetyl inh	-4	8	-13	-7	4	5	-7	-16
Cneo AK release	x	x	1	x	7	-15	0	0
INS-1E GSIS act	-8	12	x	14	-3	3	x	-5
PglD DTNB	x	x	-2	x	2	-3	3	2
C2C12 statin	1	x	x	7	-8	-1	9	-12
LGR2 antag	-28	6	x	x	-3	6	19	-1

# Shown as tab-separated lines: entries from further up.
No.	SMILES	PAX8 inh HTS	ARNT TACC3 PPI	PGC1a acetyl inh	Cneo AK release	INS-1E GSIS act	PglD DTNB	C2C12 statin	LGR2 antag
11	Cc1ccc(O)c(-c2cc(-c3ccccc3C)[nH]n2)c1	-7	-3	-13	1	x	-2	x	x
12	O=C(NCc1ccccn1)c1cccs1	x	-1	-7	x	14	x	7	x
13	CCCC[C@H]1COCCS(=O)(=O)N1Cc1cccc([N+](=O)[O-])c1	-3	5	4	7	-3	2	-8	-3
14	C[C@H](CO)N1C[C@H](C)[C@@H](CN(C)Cc2ccc3c(c2)OCO3)OCc2cn(nn2)CCCC1=O	x	-2	5	-15	3	-3	-1	6
15	CCN1C(=O)[C@H]2[C@@H](c3ccc(C(F)(F)F)cc3)N[C@]3(CCCN(Cc4ccc(Br)cc4)C3=O)[C@H]2C1=O	-18	x	-7	0	x	3	9	19

# Additional entries.
17) CC(Sc1nnc(N)s1)C(=O)NCc1ccc2c(c1)OCO2 (configuration not stated)
18) O=C(COC(=O)c1cc(=O)[nH]c2ccccc12)NC1CCCC1
19) O=C(c1cc(COc2cccc(C(F)(F)F)c2)on1)N1CCCC1
20) C[C@@H]1CN([C@@H](C)CO)C(=O)c2cc(NS(=O)(=O)c3ccc(Cl)cc3)ccc2O[C@@H](C)CCCCO[C@H]1CN(C)C
21) Cc1nc(N2CCN(c3ccccc3)CC2)[nH]c(=O)c1C
22) CC(C)C#Cc1cnc2c(c1)C(=O)N([C@H](C)CO)C[C@@H](C)[C@H](CN(C)C(=O)Cc1ccncc1)O2
23) CN1CCCNc2nc3ccccc3nc21
24) CO[C@H]1CN(C)C(=O)c2ccc(NC(C)=O)cc2OC[C@H](C)N(Cc2cccc(F)c2)C[C@H]1C

screen / no.	17	18	19	20	21	22	23	24
PAX8 inh HTS	-12	8	-113	80*	18	0	-44	x
ARNT TACC3 PPI	x	x	x	7	2	-6	-3	x
PGC1a acetyl inh	0	3	-10	3	x	-3	-3	-1
Cneo AK release	-1	x	0	0	-1	0	-1	x
INS-1E GSIS act	10	40	-11	-3	16	-5	7	-3
PglD DTNB	3	x	-6	1	3	-2	2	x
C2C12 statin	3	x	-3	-10	-8	24	-3	1
LGR2 antag	1	-3	-10	0	8	8	-13	2

25) CN(CCc1ccccc1)C(=O)c1cccc(NC(=O)Cc2cccc(NC(=O)C3CCN(C(=O)C4CCCCC4)CC3)c2)c1
26) C[C@H](CO)N1C[C@H](C)[C@@H](CN(C)S(=O)(=O)c2cn(C)cn2)OCCCC[C@H](C)Oc2ccc(N(C)C)cc2C1=O
27) C[C@@H]1CN([C@@H](C)CO)C(=O)c2cc(NS(=O)(=O)c3ccccc3)ccc2O[C@@H](C)CCCCO[C@H]1CN(C)C
28) COc1ccc(C)cc1NC(C)C(=O)NC(=O)NC1CCCCC1 (configuration not stated)
29) CCCCn1c(SCC(=O)Nc2ccc3c(c2)OCO3)nc2c1c(=O)n(C)c(=O)n2C
30) COc1cc(/C=C(\NC(=O)c2ccccc2)C(=O)Nc2cccc(O)c2)c([N+](=O)[O-])cc1OC
31) COCCn1ccc2c(OCC(=O)NCc3ccccc3)cccc2c1=O
32) CCN1[C@@H]2c3ccc(-c4ccc(F)cc4)c(=O)n3C[C@@H]2[C@@H](CO)[C@@H]1C(=O)OC

screen / no.	25	26	27	28	29	30	31	32
PAX8 inh HTS	30	-3	-2	1	x	x	-14	-35
ARNT TACC3 PPI	0	-5	-39	x	7	-1	3	4
PGC1a acetyl inh	-3	1	4	16	6	-7	4	-3
Cneo AK release	0	2	-6	2	1	-3	x	-1
INS-1E GSIS act	-9	-8	5	-16	x	x	2	15
PglD DTNB	1	39	1	2	0	-3	x	7
C2C12 statin	9	-9	3	4	-2	-9	23	9
LGR2 antag	4	20	2	-10	x	x	-9	2

33) C[C@H](CO)N1C[C@H](C)[C@H](CN(C)C(=O)C2CC2)Oc2ncc(-c3cccc(F)c3)cc2C1=O
34) C[C@@H]1CN([C@@H](C)CO)C(=O)c2cc(NC(=O)Cn3cnnn3)ccc2O[C@H]1CN(C)Cc1ccc(C(F)(F)F)cc1
35) C[C@@H]1CN([C@H](C)CO)C(=O)Cc2cc(NC(=O)Nc3ccccc3)ccc2O[C@H]1CN(C)Cc1ccc(Cl)c(Cl)c1
36) CN(C)C(=O)CSc1nnc(-c2ccncc2)n1Cc1ccco1
37) O=C(Nc1ccccc1)c1cccc(N2CCCC2=O)c1
38) N#CCC(=O)Nc1ccc(C(=O)OCC(=O)N=c2sccn2Cc2ccccc2Cl)cc1
39) O=C(C[C@H]1C[C@@H]2c3cc(NC(=O)C4CCC4)ccc3O[C@@H]2[C@H](CO)O1)NCC1CC1
40) CCN(CC)c1ccc(/C=N/OCC(=O)N2CCCc3ccccc32)cc1

screen / no.	33	34	35	36	37	38	39	40
PAX8 inh HTS	x	-5	8	11	x	-8	-7	x
ARNT TACC3 PPI	x	4	-1	-1	-21	12	12	-5
PGC1a acetyl inh	0	2	5	-6	25	x	-10	x
Cneo AK release	x	-2	4	x	-4	x	2	-4
INS-1E GSIS act	-2	-3	-28	17	x	13	2	-19
PglD DTNB	x	-4	4	x	2	x	-1	-7
C2C12 statin	11	27	16	x	0	0	-2	-2
LGR2 antag	-8	3	3	-1	x	-8	-4	7

41) C[C@@H]1CCCCO[C@H](CN(C)CC2CCCCC2)[C@@H](C)CN([C@H](C)CO)C(=O)c2cc(NC(=O)NC3CCCCC3)ccc2O1
42) O=C(CN1C(=O)c2ccccc2C1=O)Nc1nnc(C2CCCO2)s1 (configuration not stated)
43) COc1ccc(N2CCN(S(=O)(=O)c3ccc4c(c3)CC(C)N4C(=O)C3CC3)CC2)cc1 (configuration not stated)
44) CCc1nc2ccc(C(=O)Nc3cccc(OCC(=O)N(C)C)c3)cn2c1N(C)Cc1cc2ccccc2s1
45) CCCC#Cc1cnc2c(c1)C(=O)N([C@@H](C)CO)C[C@@H](C)[C@@H](CN(C)C(=O)Cc1ccncc1)O2
46) CN(C)/C=C(\C#N)S(=O)(=O)C(C)(C)C
47) O=C(NCCCN1CCOCC1)[C@@H]1[C@@H](CO)[C@@H]2Cn3c(cccc3=O)[C@H]1N2C(=O)C1CCCC1
48) COc1cc(CN2CCN(S(=O)(=O)c3ccc(NC(C)=O)cc3)CC2)cc(OC)c1O

screen / no.	41	42	43	44	45	46	47	48
PAX8 inh HTS	-4	x	10	-11	x	-17	8	x
ARNT TACC3 PPI	-2	11	4	x	-11	x	x	-5
PGC1a acetyl inh	-3	1	-9	-1	19	3	5	0
Cneo AK release	0	x	-1	26	-7	0	x	-1
INS-1E GSIS act	-11	6	2	-11	-8	5	23	-7
PglD DTNB	-2	x	-4	1	-2	2	x	-2
C2C12 statin	-3	x	-14	-5	-6	-5	x	-9
LGR2 antag	-1	14	-7	13	2	21	-18	-9

49) CCCNC(=O)C1(C)CCCN(Cc2ccc3c(c2)OCO3)C1 (configuration not stated)
50) OC(c1ccco1)c1nc(-c2ccc(F)c(Cl)c2)cs1 (configuration not stated)
51) COc1ccccc1OCCNC(=O)Cc1ccc(S(=O)(=O)N2CCOCC2)s1
52) COC(=O)C1CC(=O)N(Cc2ccccc2)C1 (configuration not stated)
53) Cc1ccc2c(C)c(C(=O)N(Cc3ccccc3)C3CCS(=O)(=O)C3)oc2c1 (configuration not stated)
54) O=C(CN(CCc1ccccc1)C(=O)CNS(=O)(=O)c1ccc(F)cc1)NCc1ccco1
55) N#C[C@H]1N[C@H](CO)[C@@H]1c1ccc(C#CC2CCCC2)cc1
56) COc1ccc(NC(=O)CCNS(=O)(=O)c2ccccc2F)cc1S(=O)(=O)N1CCOCC1
57) Cc1cc(C(=O)N2CCCC(C)(C(=O)NS(=O)(=O)C3CC3)C2)nn1C(C)(C)C (configuration not stated)

screen / no.	49	50	51	52	53	54	55	56	57
PAX8 inh HTS	-30	-56	-4	10	5	x	-12	-1	-4
ARNT TACC3 PPI	x	x	-4	1	4	7	-5	7	x
PGC1a acetyl inh	x	x	-12	x	-10	5	-18	9	-3
Cneo AK release	1	0	0	x	0	-2	53	3	-1
INS-1E GSIS act	13	-7	7	-7	-2	x	15	-9	8
PglD DTNB	-3	0	2	x	-1	-2	-5	-1	-2
C2C12 statin	5	-2	-6	x	x	25	3	5	8
LGR2 antag	-21	-5	3	1	-1	x	0	3	-3
